PLCg1 inh: blocks human PLC-gamma1 enzyme activity; P19174; purified PLC-gamma1, fluorogenic substrate, fluorescence; inhibition, % at 12.2 µM; 370,000 compounds, 0.84% hits; AID 720700; in the data active = inhibition above about 9.5%
ADAM17 inh: inhibits human ADAM17 | P78536 | recombinant ADAM17, EDANS/DABCYL FRET peptide cleavage | inhibition, % at 6.95 µM | 370,000 compounds, 0.83% hits;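 active = inhibition above the mean of compounds lying between control limits plus 3 SD, set per campaign, cut at about 8.5% in these data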;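 also: 0% = DMSO-only wells as the low control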
Target sequence (P78536 215-824 limits assumed): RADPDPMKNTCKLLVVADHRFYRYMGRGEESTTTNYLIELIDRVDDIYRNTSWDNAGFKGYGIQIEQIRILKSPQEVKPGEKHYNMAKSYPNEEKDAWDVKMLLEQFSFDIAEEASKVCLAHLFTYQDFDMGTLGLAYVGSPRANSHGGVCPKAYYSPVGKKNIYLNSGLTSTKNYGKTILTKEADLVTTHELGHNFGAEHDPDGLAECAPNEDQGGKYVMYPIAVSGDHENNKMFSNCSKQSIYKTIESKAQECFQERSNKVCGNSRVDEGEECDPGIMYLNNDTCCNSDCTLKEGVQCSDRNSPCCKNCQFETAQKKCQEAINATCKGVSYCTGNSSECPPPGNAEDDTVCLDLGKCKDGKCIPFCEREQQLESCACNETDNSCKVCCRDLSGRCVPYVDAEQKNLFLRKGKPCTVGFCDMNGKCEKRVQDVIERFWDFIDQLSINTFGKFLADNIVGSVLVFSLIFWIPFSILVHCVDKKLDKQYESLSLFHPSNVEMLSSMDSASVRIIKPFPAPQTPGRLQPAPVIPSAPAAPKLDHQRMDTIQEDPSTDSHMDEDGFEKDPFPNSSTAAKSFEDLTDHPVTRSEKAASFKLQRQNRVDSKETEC
hcDAF-12 act: H. contortus DAF-12 activation, primary screen | HEK293 hcDAF-12 lit1-tk-luc reporter, luminescence; 0% DMSO, 100% Δ7-dafachronic acid | activation, % at 6.8 µM | 370,000 compounds, 1.4% hits;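 active = activation above the mean of all tested compounds plus 3 SD, cut at about 5.5% in these data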;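 also: 100% = response to 3 µM Δ7-dafachronic acid high control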
DAX1 inh-1: blocks DAX1 repression of SF-1 activated StAR promoter; HEK293T StAR-luciferase reporter, SF-1/DAX-1 repression relief; inhibition, % at 6.8 µM; AID 652010; 370,000 compounds, 1.1% hits;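 active = inhibition above the mean over all tested compounds plus 3 SD, cut at about 3.6% in these data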;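 also: 0% = DAX-1 cells with DMSO and 100% = cells lacking DAX-1 with DMSO; higher inhibition means more luminescence from relief of DAX-1 repression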
hgDAF12 agonist: hgDAF-12 agonism, primary luciferase screen. HEK293 GAL4-hgDAF12 UAS-luciferase reporter, agonist luminescence; normalized to butyrate control. activation, % at 6.8 µM. 370,000 compounds, 1.8% hits. AID 687014;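 active = activation above a cutoff set at the mean of all screened compounds plus 3 SD, cut at about 10% in these data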;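 also: 0% = DMSO wells and 100% = sodium butyrate wells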
PLCb3 inh: blocks human PLC-beta3 enzyme activity | 370,000 compounds, 0.18% hits | inhibition, % at 12.2 µM | Purified PLC-beta3, fluorogenic substrate, fluorescence | AID 720704; in the data active = inhibition above about 11%;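 also: 0% = median of compound wells on plate and 100% = full blocker control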
sPLA2-III inh: Inhibits HGIII-sPLA2 liposome hydrolysis, primary screen. QFRET BODIPY PC-A2 liposome hydrolysis, fluorescence. inhibition, % at 12.2 µM. 370,000 compounds, 0.56% hits. Q9NZ20;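 active = inhibition above mean plus 3 SD of compounds lying within the high and low control bounds, cut at about 19% in these data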;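 also: 0% = median of test compound wells and 100% = no enzyme DMSO wells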
ssDAF12 agonist: activators of S. stercoralis DAF-12 nuclear receptor; 370,000 compounds, 1% hits; AID 652126; HEK293 ssDAF-12/GRIP1 lit1-tk-luc reporter, luminescence; % of 3 µM dafachronic acid response; activation, % at 6.8 µM;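 active = activation above the mean over all tested compounds plus 3 SD, cut at about 0.9% in these data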;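 also: 0% = DMSO-only wells and 100% = 3 µM delta7-dafachronic acid wells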
DAX1 inh-2: NR0B1 (DAX1) inhibition; P51843; HEK293 Gal4-DAX1 luciferase reporter, luminescence; inhibition, % at 6.75 µM; 340,000 compounds, 0.99% hits; AID 504766;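 active = inhibition above the mean over all tested compounds plus 3 SD, cut at about 4.2% in these data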;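 also: 0% = DAX1-transfected cells with DMSO and 100% = empty-vector control cells with DMSO; inhibition shows as a rise in luminescence from relieved DAX1 repression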
Target sequence (P51843 207-470 limits assumed): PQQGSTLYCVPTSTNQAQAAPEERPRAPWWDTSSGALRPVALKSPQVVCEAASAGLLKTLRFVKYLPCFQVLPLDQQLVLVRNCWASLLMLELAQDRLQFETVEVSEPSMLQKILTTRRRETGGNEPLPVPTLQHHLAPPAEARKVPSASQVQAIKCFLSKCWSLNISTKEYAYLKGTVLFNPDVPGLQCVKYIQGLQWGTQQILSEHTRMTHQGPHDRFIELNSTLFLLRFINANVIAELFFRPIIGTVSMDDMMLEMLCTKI
FXN GAA850 act: frataxin GAA850 promoter activation | HEK293 lucGAA850 FXN promoter luciferase reporter, 24 h; percent of 10 µM SAHA response | activation, % at 6 µM | 360,000 compounds, 0.56% hits;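 active = activation above the average of all compounds screened plus 3 SD, cutoff fixed separately per campaign, cut at about 7.5% in these data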;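 also: 0% = DMSO wells and 100% = 10 µM SAHA wells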
ADAM10 inh: inhibitors of human ADAM10; 370,000 compounds, 0.62% hits; inhibition, % at 7 µM; recombinant ADAM10, EDANS/DABCYL FRET peptide cleavage, 3 h;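 active = inhibition above a per-campaign cutoff equal to the mean of compounds falling between control-based bounds plus 3 SD, cut at about 20% in these data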;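 also: 0% = DMSO wells while the 100% control is not disclosed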
An asterisk follows results filed as active; nt = not tested or not shown.

Below each SMILES – PLCg1 inh	ADAM17 inh	hcDAF-12 act	DAX1 inh-1	hgDAF12 agonist	PLCb3 inh	sPLA2-III inh	ssDAF12 agonist	DAX1 inh-2	FXN GAA850 act	ADAM10 inh
COC(=O)c1ccc(C(=O)OC)c(NC(=O)CCC(=O)O)c1
→ -128	-154	-1.0	-0.3	2.5	-171	-2	-0.8	-0.5	2.5	-453
COc1ccc(NC(=O)C#Cc2ccccc2)cc1
→ 3	-2	1.3	-0.7	1.7	-9	0	-0.7	-1.1	-3.1	7
COC(=O)C[C@H]1c2ccccc2S(=O)(=O)N1c1cccc(OC)c1
→ 4	3	0.0	-0.4	-0.9	3	3	-1.2	1.6	1.7	-3
Cc1ccc(N2C(=O)C3Sc4[nH]c(=O)sc4C(c4ccccc4)C3C2=O)cc1 (centres undefined)
→ -1	-8	-0.9	-0.3	-2.9	-6	-15	-1.1	1.8	-2.1	-9
CCOC(=O)CCCCCC(=O)Nc1ccc2c(c1)C(=O)N([C@@H](C)CO)C[C@@H](C)[C@H](CN(C)C(=O)Nc1ccccc1)OCCCC[C@H](C)O2
→ 7	8	-1.7	0.4	1.2	4	-6	-0.5	-0.3	-0.5	11
COCCN1C(=O)CSCC1(C)C(=O)NCc1ccccc1 (centres undefined)
→ -1	-1	-0.2	0.9	-2.2	0	-3	0.0	nt	nt	-8
O=C(N/N=C1\CCS(=O)(=O)c2ccc(F)cc21)c1ccc(O)cc1
→ -3	-5	-1.8	0.8	-0.8	-7	-1	-1.2	1.3	1.9	4
COc1ccc(C(=O)/C=C/Nc2ccccn2)c(OC)c1
→ -61	-28	3.2	3.0	8.7	-97	0	0.8	nt	3.3	-100
CCCc1ccc(S(=O)(=O)N2CCN(C(C)C(=O)NC3CCCC3)CC2)cc1 (centres undefined)
→ -5	-2	0.2	-1.2	-3.1	-9	5	-1.3	0.6	-1.8	-5
N#Cc1ccc(C(=O)Nc2cccc(S(=O)(=O)NC3=NCCC3)c2)cc1
→ -4	-3	-3.0	-2.5	-3.6	-9	2	-1.4	-0.4	-0.7	-10
c1ccc2c(c1)ncn2Cc1nnc2sc(-c3ccc4c(c3)OCO4)nn12
→ -33	-43	-2.4	-0.2	0.7	-44	-5	-1.5	-0.4	0.1	-178
COc1cc(C=NNC(=O)CN2CCN(Cc3ccc(C)cc3)CC2)cc(OC)c1O
→ -14	-26	-0.2	-0.5	-1.3	-20	1	-1.3	nt	nt	-95
CCOc1ccc(NC(=O)C2=C(C)C(=O)OC23CCC(C)CC3)cc1 (centres undefined)
→ 0	-1	2.3	-0.6	-0.2	1	-6	-1.6	-1.1	-2.7	-8
O=C(c1cccc(C(F)(F)F)c1)C1CCCN(C(=O)CN2CCCC2=O)C1 (centres undefined)
→ 1	-2	-1.5	0.6	-2.5	1	3	-1.8	1.0	-1.9	-6
O=S(=O)(NCc1csc(-c2cccs2)n1)c1cccc(C(F)(F)F)c1
→ -6	-10	-1.0	-0.4	-0.1	-11	-21	-1.3	-0.8	0.5	-25
C[C@@H]1ON(C)[C@H]2C[C@H]3c4[nH]c5c(-c6ccccc6F)cccc5c4CCN3C[C@@H]12
→ -58	-9	-2.0	-1.3	1.9	-84	2	-0.9	nt	nt	-33
O=C(NCC1CCCN(C(=O)CN2CCCCC2)C1)c1ccccc1Cl (centres undefined)
→ 1	-3	2.5	0.0	1.8	-7	-4	-1.6	2.3	2.5	0
COC(=O)Cc1c[nH]c2ccc(OCC(O)CNC(C)C)cc12 (centres undefined)
→ -1	-5	0.9	-0.1	-0.8	-2	3	-1.0	-1.1	-0.3	3
O=C(Nc1cccc(NC(=O)c2ccc(Br)cc2)c1)c1ccccc1
→ 5	1	-0.8	0.4	0.8	-3	4	-1.4	0.6	-1.2	-4
O=C(Nc1cc(C(F)(F)F)ccc1N1CCCCC1)c1ccc(Br)o1
→ -3	-4	-0.3	-0.2	2.8	0	5	-0.6	1.5	-0.2	-9
CCCCN(C(=O)CCC(=O)Nc1cc(C)on1)C(C(=O)NC(C)(C)C)c1ccccc1Cl (centres undefined)
→ -1	-2	-1.1	-0.3	-3.4	1	0	-1.5	-1.9	1.2	-9
Cc1ccc(C(=O)Nc2nnc(S(=O)(=O)N3CCC(C)CC3)s2)cc1
→ -3	-3	-0.2	3.2	2.6	-5	7	-0.4	2.2	0.7	-2
CCOc1ccc(N2CSC(=S)N(c3ccc(OCC)cc3)C2)cc1
→ -2	0	-0.8	0.1	1.4	-6	8	-1.8	-0.1	0.1	5
COc1cccc(/C=C(/CC(=O)Nc2ccc(N3CCOCC3)cc2)c2nc3ccccc3s2)c1
→ -14	-3	6.2*	-0.7	0.0	-16	-3	-0.9	1.0	-1.1	-9
Cc1ccc(C)c(S(=O)(=O)N2CCN(CC(=O)N3CCc4ccccc4C3)CC2)c1
→ -4	-2	-1.9	0.0	-1.2	-1	-6	-1.1	-0.5	2.2	-5
CCOC(=O)c1cnc(SCC(=O)N2CCN(C(=O)c3ccco3)CC2)nc1N
→ 3	-3	0.8	-0.3	0.4	1	3	-1.3	0.7	0.8	-4
COc1ccccc1OCCNC(=O)CC(NC(C)=O)c1ccccc1 (centres undefined)
→ 1	-2	-1.2	-0.4	-1.2	-8	1	-1.8	0.0	1.6	4
O=C1CCCN1CCCNC(=S)Nc1ccc(Br)cc1Cl
→ -1	-2	0.1	0.2	-0.5	-6	4	-1.4	-0.5	0.5	-6
CC(C)c1ccc(OCc2ccc(C(=O)N3CCN(c4ccccn4)CC3)cc2)cc1
→ -1	1	1.4	-0.1	0.0	-2	-6	-1.7	0.4	2.6	3
CCOC(=O)c1ccc(NC(=O)NC2CC3CCC(C2)N3)cc1 (centres undefined)
→ 5	1	-1.2	1.5	0.5	4	-11	-1.2	0.7	-0.7	1
Cc1ccccc1-c1nnc(SCc2ccccc2)o1
→ 1	1	3.2	0.1	2.6	-8	8	-0.2	3.9	1.1	6
CCN(CC)S(=O)(=O)c1cccc(NC(=O)COc2ccc(F)cc2Br)c1
→ -1	2	-3.2	-0.5	2.0	4	-35	-2.4	-2.1	2.6	21*
O=C(O)c1ccc(CNCc2cccc(Cl)c2)cc1
→ 0	-3	2.1	-0.3	-2.1	0	3	-0.8	0.6	2.0	3
O=C(Nc1ccc2oc(-c3ccccc3F)nc2c1)c1ccc2c(c1)OCCO2
→ -154	-56	-4.6	-2.1	-1.7	-223	-16	-2.1	-3.6	-1.3	-116
CC(C)CCn1c(=O)c2ccccc2c2ccccc2c1=O
→ 3	-3	-0.9	0.3	-0.2	-2	-3	-0.7	-0.5	-0.4	3
O=C(Cn1c(C2CC2)nc2ccccc2c1=O)Nc1ccc(Br)cc1
→ -2	-5	0.0	-0.7	5.8	-3	-1	-0.7	-0.6	2.0	-11
CCOC(=O)NC[C@@]1(C(=O)OC)CC(=O)N(C)[C@@H]1c1ccccc1
→ -1	1	0.9	-0.6	-0.3	-1	4	-1.0	nt	nt	1
COc1cccc(CNS(=O)(=O)c2csc(C(N)=O)c2)c1
→ 3	0	-2.7	-0.5	-1.5	-6	-5	-0.9	1.7	0.6	-9
O=S(=O)(Cc1ccccc1)c1nc2ccccc2n1Cc1ccccn1
→ 0	-2	-1.4	-0.8	-0.2	0	0	-1.4	-0.3	-1.1	-4
CC1CC1C(=O)OCc1cc(=O)n2cc(Br)ccc2n1 (centres undefined)
→ -24	-16	0.3	1.9	9.4	-26	2	0.1	1.5	4.2	-39
O=C(NCCOc1ccccc1)c1cc(C(=O)NCCOc2ccccc2)cc([N+](=O)[O-])c1
→ 0	4	-2.3	-0.6	3.3	0	-30	-2.1	0.7	-2.0	12
Cc1c(NC(=O)COC(=O)C2=COCCO2)cccc1[N+](=O)[O-]
→ 4	-6	0.2	0.5	-2.5	-8	10	-0.4	0.9	-1.7	-4
COc1cc(CCNC(=O)c2ccccc2NC(=O)C2=C(C)OCCS2)cc(OC)c1OC
→ -2	-1	-2.1	-0.7	-2.5	-5	-2	-1.9	-1.0	0.8	-2
Cc1cc(N2CCOCC2)c2c(N)c(C)cc(C)c2n1
→ -11	-5	-1.3	1.0	4.3	-10	15	-1.5	-0.2	1.3	-9
Cc1nc(CNS(=O)(=O)c2cccc(F)c2)cs1
→ 2	-2	-1.8	-0.1	-1.9	0	1	-1.2	0.0	-0.1	8
CC(=O)Nc1cccc(Oc2nc(NC(C)C)nc3cc(-c4ccccc4)sc23)c1
→ -13	-5	-1.0	0.8	9.1	-19	-31	-1.3	nt	0.2	-24
O=C(NCC1CCCO1)c1ccccc1-c1nc(-c2ccccc2Cl)no1 (centres undefined)
→ 5	1	0.3	-0.7	0.5	0	-6	-0.7	0.3	0.4	9
CCOc1cc(/C=N/Nc2nc(Nc3ccccc3)nc(N3CCCCC3)n2)ccc1OCC(=O)O
→ -1	-4	-1.4	-0.4	-1.2	-2	7	-0.8	-0.2	3.4	-8
CC1CC(C)CN(C(=O)Cn2c(=O)n(CCCC(=O)NCc3ccco3)c(=O)c3sccc32)C1 (centres undefined)
→ 0	-2	0.1	0.2	0.5	-2	0	-1.8	-0.8	4.1	1
O=C(COc1ccc(Cl)cc1)OCC(=O)c1ccc[nH]1
→ 1	-3	-1.7	0.1	-0.5	-13	8	-1.0	0.1	0.3	-2
CC(=O)Nc1ccc(C(=O)NCC2(N3CCCCC3)CCCCC2)cc1
→ 0	-7	-0.4	4.6*	0.8	-15	-10	-1.2	0.7	0.8	-4
